TrxR1 substrate = rat thioredoxin reductase 1 substrate activity | O89049 | purified TrxR1 substrate turnover, NADPH consumption readout | Potency, µM (titrated, usually from 114 µM), inactives show at the top dose activity change, negative = substrate turnover | 390,000 compounds, 0.01% hits | AID 588456; note: potency is the fitted concentration of half-maximal effect; % is set by controls: 0 for no effect and ±100 for the full control effect; nearly all actives have a fitted effect of over 50% in size
Target sequence (O89049 whole entry, looked up): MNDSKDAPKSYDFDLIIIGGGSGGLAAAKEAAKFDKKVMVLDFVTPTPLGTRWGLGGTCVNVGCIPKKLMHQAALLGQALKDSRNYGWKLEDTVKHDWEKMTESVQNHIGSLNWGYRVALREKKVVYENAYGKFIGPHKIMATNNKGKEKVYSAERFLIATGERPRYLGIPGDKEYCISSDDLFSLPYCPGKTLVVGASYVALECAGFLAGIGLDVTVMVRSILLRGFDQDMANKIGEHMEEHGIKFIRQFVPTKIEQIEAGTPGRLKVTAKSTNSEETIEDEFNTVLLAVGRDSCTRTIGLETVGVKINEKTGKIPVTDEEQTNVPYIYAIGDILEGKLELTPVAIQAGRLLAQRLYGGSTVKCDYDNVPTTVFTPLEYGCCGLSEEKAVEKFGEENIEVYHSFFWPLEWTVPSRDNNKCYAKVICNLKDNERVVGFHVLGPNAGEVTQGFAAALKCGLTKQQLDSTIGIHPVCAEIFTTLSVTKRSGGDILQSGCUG
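Rat TrxR1, dispensed at 90 nM, was prereduced with 400 uM NADPH (final) for 5 min at ~22 deg C, then incubated with compound 15 min before 400 uM selenite. A first-read NADPH fluorescence drop versus no-compound background flagged substrates.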
Glioma ERSR ind = ER stress response induction in glioma; U87-MG GRP78 promoter luciferase reporter, 16 h; Potency, µM, for inactives: at the highest dose activation, usual class: activators; 420,000 compounds, 0.02% hits; AID 602332; note: potency is the fitted concentration of half-maximal effect; series mostly up to about 76 µM; % of control where 0% means no effect; nearly all actives have a fitted effect of over 35% in size
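ERSR induction read as luciferase luminescence (Bright-Glo, 10 min at room temperature) in stably transfected human U87-MG glioma cells exposed to compounds for 16 h, using GRP78 as sensor.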
RXFP1 ag = agonists of human relaxin receptor RXFP1 | AID 2676 | HEK293T-RXFP1 cAMP TR-FRET, 30 min; response scale: percent of porcine relaxin response, buffer zero | Potency, µM (series often up to 57.5 µM), without a hit: at the top dose activation, actives largely listed as activators | Q9HBX9 | 370,000 compounds, 0.3% hits; note: potency is the fitted concentration of half-maximal effect; % is set by controls: 0 for no effect and ±100 for the full control effect; nearly all actives have a fitted effect of over 60% in size; many of its hits are not listed in these tables
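cAMP rise read by TR-FRET after 30 min, 37C compound exposure (up to 58 uM) in RXFP1-transfected HEK293 cells with Ro 20174 present. EC50 from Hill-equation fits, with 29 nM porcine relaxin as 100% and buffer as basal.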
Vif-A3F inh = blocks the Vif interaction with APOBEC3F; HeLa A3F-eYFP + Vif (tagged APOBEC3F with the HIV-1 protein that degrades it), YFP fluorescence increase; Potency, µM (top dose mostly 46.1 µM), for inactives: top-dose activity, negative = active; AID 602313; 390,000 compounds, 0.2% hits; note: potency is the fitted concentration of half-maximal effect; % of control where 0% means no effect; nearly all actives have a fitted effect of over 65% in size
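HeLa cells stably expressing Vif plus C-terminally eYFP-tagged A3F were seeded, incubated overnight at 37 deg C, dosed with compound, incubated overnight again at 37 deg C. Yellow fluorescence (Ex 488/Em 500-530) reported blocked Vif-mediated A3F-eYFP degradation.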
PI4K2A block = PI4K2A (human) kinase inhibition | Q9BTU6 | purified PI4K2A, ADP-Glo luminescence, 1 h; stronger effect = lower value | activity change, negative = inhibition, % at 76.9 µM | 420,000 compounds, 0.13% hits; in the data active = activity change below about -50%; inconclusive = mostly about -30% to -49%;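 note: -100% = wells without enzyme as full effect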
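ADP-Glo luminescence measured ADP generated by PI4K2A enzyme (4 ug/mL before mixing) with 1.2 mM PI substrate (pre-mix) and 300 microM ATP (pre-mix). Tris pH7.5 buffer with MgCl2, Triton X-100; 1 h reaction at ambient temperature.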
USP1-UAF1 inh = USP1/UAF1 (human) deubiquitinase inhibition. O94782. 390,000 compounds, 0.23% hits. Potency, µM (top dose mostly 57.1 µM), for inactives: at the highest dose activity change, negative = inhibition, usual class: inhibitors. recombinant USP1/UAF1, Ub-Rhodamine cleavage fluorescence; note: potency is the fitted concentration of half-maximal effect; % is set by controls: 0 for no effect and ±100 for the full control effect; nearly all actives have a fitted effect of over 60% in size; inactives centre near -12
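USP1/UAF1 complex at 1 nM was preincubated with compound for 15 min at room temperature, then Ub-Rho substrate (150nM final) was added. Fluorescence (480/540 nm) was read kinetically, 6 reads every 60 seconds.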
Vif-A3G inh = Vif-A3G binding inhibition. Q9HC16. HeLa A3G-eYFP + Vif (tagged APOBEC3G with the HIV-1 protein that degrades it), YFP fluorescence, overnight. Potency, µM (doses to about 46.1 µM), for the others: at the highest dose activity, negative = active, hits mostly inhibitors. 410,000 compounds, 0.076% hits. AID 602310;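 note: potency is the fitted concentration of half-maximal effect; % is set by controls: 0 for no effect and ±100 for the full control effect; nearly all actives have a fitted effect of over 60% in size; hits raise eYFP signal because A3G escapes Vif-driven loss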
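Read-out is eYFP fluorescence (Ex 488/Em 500-530) from Vif-expressing HeLa A3G-eYFP cells; more signal means A3G escaped Vif-mediated degradation. Cells plated overnight, compound pinned in, incubated overnight at 37 deg C.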
LDHA block = LDHA (human) enzyme inhibition; purified LDHA, NADH/diaphorase-resazurin fluorescence; stronger effect = lower value; P00338; activity change, % (values are at about 110 or 230 µM); AID 1347041; 480,000 compounds, 0.15% hits; in the data active = activity change below about -30%; inconclusive = mostly about -25% to -30%;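 note: plate controls were DMSO wells for no effect and wells without enzyme for full effect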
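LDH5 2 nM; NADH 0.06 mM, pyruvate 0.2 mM; 200 mM Tris pH 7.4, EDTA, Tween-20; 5 min RT. Detection: diaphorase 0.133 mg/mL + resazurin 37 µM, fluorescence ex540/em590 at 0 and 20 min; normalized to enzyme-free and DMSO wells.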
IDH1 R132H inh = blocks human mutant IDH1 R132H enzyme | 390,000 compounds, 0.093% hits | IDH1-R132H enzyme, NADPH consumption, diaphorase/resazurin fluorescence | O75874 | Potency, µM (series often up to 76.6 µM), for the others: at the highest dose activity change, negative = inhibition, most hits filed as inhibitors; note: potency is the fitted concentration of half-maximal effect; % is set by controls: 0 for no effect and ±100 for the full control effect; nearly all actives have a fitted effect of over 65% in size
Target sequence (O75874 whole entry R132H, stated change not applied): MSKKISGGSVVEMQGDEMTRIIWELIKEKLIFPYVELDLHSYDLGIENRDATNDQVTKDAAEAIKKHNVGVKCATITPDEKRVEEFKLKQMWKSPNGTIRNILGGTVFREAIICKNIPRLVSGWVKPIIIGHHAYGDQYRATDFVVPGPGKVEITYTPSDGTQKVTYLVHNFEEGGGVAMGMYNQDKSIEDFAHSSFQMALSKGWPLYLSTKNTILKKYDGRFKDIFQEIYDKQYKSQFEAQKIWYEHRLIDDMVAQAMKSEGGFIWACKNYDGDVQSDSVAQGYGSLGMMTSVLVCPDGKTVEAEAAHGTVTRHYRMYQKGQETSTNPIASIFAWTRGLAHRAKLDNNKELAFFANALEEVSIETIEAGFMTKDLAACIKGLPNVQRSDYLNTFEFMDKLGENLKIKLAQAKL
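IDH1-R132H (0.5 ug/mL dispensed) in pH 7.5 Tris buffer was preincubated 30 min with compound, then given a substrate mix of 0.016 mM NADPH and 2 mM alpha-KG for 80 min at room temperature; remaining NADPH was read by diaphorase/resazurin fluorescence.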
An asterisk follows results filed as active; & = joins results of further samples; [ ] = another dose, or the depositor's remark. Unless noted, calls come from the whole dose curve; as a rule, active = well fitted curve in the direction sought with a large enough effect; inconclusive = small, poorly fitted or top-dose-only effect, or another doubt; inactive = no such curve, though single readings can be large; an effect the other way counts as inactive or inconclusive. Only part of the results is shown. The share of hits here may be higher or lower than overall.

Results for COc1ccc2[nH]c3c(c2c1)CCN1C(=O)C(CC(=O)NCC24CC5CC(CC(C5)C2)C4)C[C@H](C(=O)N(C(C)C)C(C)C)[C@@]31C (some centres undefined) ?
TrxR1 substrate: 8%; Glioma ERSR ind: 2%; Vif-A3F inh: inconclusive; PI4K2A block: 0; USP1-UAF1 inh: -28%; Vif-A3G inh: -16%; LDHA block: 4; IDH1 R132H inh: 5%

How did Clc1ccc(Oc2nc(N3CCOCC3)nc(N3CCOCC3)n2)cc1 do in these assays?
TrxR1 substrate: -2%; Glioma ERSR ind: -5%; RXFP1 ag: 0.8%; Vif-A3F inh: -4%; PI4K2A block: -2; USP1-UAF1 inh: -13%; Vif-A3G inh: 0%; LDHA block: -5; IDH1 R132H inh: -1%

What do the screens show for `Fc1ccc(NC(=S)Nc2cccc(Cl)c2)cc1`?
TrxR1 substrate: -3%; Glioma ERSR ind: 4%; RXFP1 ag: 0.5%; Vif-A3F inh: 3%; PI4K2A block: 1; USP1-UAF1 inh: -4%; Vif-A3G inh: 3%; LDHA block: -6; IDH1 R132H inh: 1%

How did COC(=O)C1=C(C(=O)OC)SC(=C2C(=S)C(C)(C)N(C(=O)C(C)C)c3ccccc32)S1 do in these assays?
TrxR1 substrate: 3%; Glioma ERSR ind: -5%; RXFP1 ag: -2.3%; Vif-A3F inh: -1%; PI4K2A block: -3; USP1-UAF1 inh: -19%; Vif-A3G inh: -4%; LDHA block: -5; IDH1 R132H inh: 5%

How did COc1cccc(CN2CCN(C(=O)[C@H]3O[C@@H](n4cnc5c(N)ncnc54)[C@H](O)[C@@H]3O)CC2=O)c1 do in these assays?
Glioma ERSR ind: -1%; PI4K2A block: -15; Vif-A3G inh: -1%; LDHA block: 1

How did COc1cc(C)c(NC(=S)Nc2cccc(Cl)c2)cc1OC do in these assays?
TrxR1 substrate: -10%; Glioma ERSR ind: 1%; RXFP1 ag: -2.2%; Vif-A3F inh: -10%; PI4K2A block: 8; USP1-UAF1 inh: 0%; Vif-A3G inh: 1%; LDHA block: -3; IDH1 R132H inh: 10%

What do the screens show for `Nc1cc(=O)nc(SCC(=O)Nc2ccc(F)cc2)n1-c1ccc(Cl)cc1`?
TrxR1 substrate: 15%[11.4 µM]; Glioma ERSR ind: -3%; RXFP1 ag: -0.4%; Vif-A3F inh: -2%; PI4K2A block: 1; USP1-UAF1 inh: -22%; Vif-A3G inh: -7%; LDHA block: -4; IDH1 R132H inh: -2%

Results for COc1ccc(O)c(CN2CCCC(C(=O)Nc3cccc(-n4cccn4)c3)C2)c1 (centres undefined) ?
TrxR1 substrate: -10%; Glioma ERSR ind: -3%; RXFP1 ag: 0.5%; Vif-A3F inh: -6%; PI4K2A block: -12; USP1-UAF1 inh: -8%; Vif-A3G inh: -4%; LDHA block: 8; IDH1 R132H inh: 7%

What do the screens show for `Cc1cc(OC(C)C(=O)NCC2CCC(C(=O)O)CC2)c2c(C)c(Cc3ccccc3)c(=O)oc2c1` (centres undefined)?
TrxR1 substrate: 175%[activator]; Glioma ERSR ind: -3%; RXFP1 ag: 1.9%; Vif-A3F inh: 2%; PI4K2A block: 5; USP1-UAF1 inh: -20%; Vif-A3G inh: 2%; LDHA block: -5; IDH1 R132H inh: -3%

What do the screens show for `Cc1ccccc1S(=O)(=O)N1[C@@H](c2ccc(F)cc2)C(C(=O)O)=CC[C@H]1c1ccc(Cl)cc1`?
TrxR1 substrate: 8%; Glioma ERSR ind: -5%; RXFP1 ag: -1.4%; Vif-A3F inh: 0%; PI4K2A block: 1; USP1-UAF1 inh: inconclusive; Vif-A3G inh: -14%; LDHA block: -1; IDH1 R132H inh: 11%

What do the screens show for `COc1ccc(OC)c(NC(=O)C(=O)NCc2ccncc2)c1`?
TrxR1 substrate: -9%; Glioma ERSR ind: -5%; RXFP1 ag: -0.4%; Vif-A3F inh: -16%; PI4K2A block: -2; USP1-UAF1 inh: -9%; Vif-A3G inh: -9%; LDHA block: -8; IDH1 R132H inh: -5%

Results for CCOC(=O)C(CO)NC(=O)C1(NC(C)=O)CCCC1 (centres undefined) ?
TrxR1 substrate: 7%; Glioma ERSR ind: -2%; Vif-A3F inh: -4%; PI4K2A block: 1; USP1-UAF1 inh: -18%; Vif-A3G inh: 0%; LDHA block: 2; IDH1 R132H inh: 0%

How did CCc1nc2ccc(C(=O)NCCc3ccccn3)cn2c1N(C)Cc1ccc(N(C)C)cc1 do in these assays?
Glioma ERSR ind: 1%; PI4K2A block: -3; Vif-A3G inh: 3%; LDHA block: -2

What do the screens show for `Cc1cccc(C)c1NC(=O)CNC(=O)C(Cc1ccccc1)NC(=O)c1ccccc1` (centres undefined)?
TrxR1 substrate: 9%; Glioma ERSR ind: -7%; RXFP1 ag: 1.1%; Vif-A3F inh: 2%; PI4K2A block: -2; USP1-UAF1 inh: -7%; Vif-A3G inh: -6%; LDHA block: -1; IDH1 R132H inh: 9%

How did Cc1cccc(N/C=C(\[N+](=O)[O-])S(=O)(=O)c2ccccc2)c1 do in these assays?
TrxR1 substrate: 5%[57.1 µM]; Glioma ERSR ind: 1%; RXFP1 ag: -0.1%; Vif-A3F inh: -9%; PI4K2A block: -5; USP1-UAF1 inh: -9%; Vif-A3G inh: 2%; LDHA block: 3; IDH1 R132H inh: 4%

Results for O=C(CNC(=O)c1ccco1)N/N=C/c1ccc(O)c([N+](=O)[O-])c1 ?
TrxR1 substrate: -18%; Glioma ERSR ind: -2%; RXFP1 ag: -2.5%; Vif-A3F inh: 9%; PI4K2A block: -2; USP1-UAF1 inh: -13%; Vif-A3G inh: 1%; LDHA block: -11; IDH1 R132H inh: 7%

How did Fc1ccc(-n2ncc3c(NC4CCCCCC4)ncnc32)cc1 do in these assays?
TrxR1 substrate: 2%[57.1 µM]; Glioma ERSR ind: -1%; RXFP1 ag: 8.0%; Vif-A3F inh: -5%; PI4K2A block: -7; USP1-UAF1 inh: -21%; Vif-A3G inh: -12%; LDHA block: 5&0; IDH1 R132H inh: 22%

Results for COc1cccc(Nc2nc(C)cc(C)c2C(N)=O)c1 ?
TrxR1 substrate: 6%[57.1 µM]; Glioma ERSR ind: -3%; RXFP1 ag: -0.6%; Vif-A3F inh: 7%; PI4K2A block: -1; USP1-UAF1 inh: -8%; Vif-A3G inh: -2%; LDHA block: -3; IDH1 R132H inh: 6%

What do the screens show for `O=c1cc(CN2CCN(c3ccccn3)CC2)nc2sccn12`?
TrxR1 substrate: 0%; Glioma ERSR ind: -3%; RXFP1 ag: 18%; Vif-A3F inh: 2%; PI4K2A block: 3; USP1-UAF1 inh: -10%; Vif-A3G inh: 1%; LDHA block: -6; IDH1 R132H inh: 8%

How did CCc1cc(=O)oc2cc(OCC=C(C)C)ccc12 do in these assays?
TrxR1 substrate: 46%[activator]; Glioma ERSR ind: 4%; RXFP1 ag: 1.0%; Vif-A3F inh: 2%; PI4K2A block: 3; USP1-UAF1 inh: -10%; Vif-A3G inh: -2%; LDHA block: -5; IDH1 R132H inh: 10%

What do the screens show for `CCc1ccc2ncc3c(-c4ccc(F)cc4)nn(CC(=O)NCc4ccccc4)c3c2c1`?
TrxR1 substrate: 4%[57.1 µM]; Glioma ERSR ind: -4%; RXFP1 ag: 5.6%; Vif-A3F inh: 2%; PI4K2A block: 1; USP1-UAF1 inh: -11%; Vif-A3G inh: 0%; LDHA block: -2; IDH1 R132H inh: -12%

How did CCOc1cccc(C(=O)Nc2cccc(-c3nnc(-c4ccc(C)cc4)o3)c2)c1 do in these assays?
TrxR1 substrate: 27%; Glioma ERSR ind: -4%; RXFP1 ag: 1.5%; Vif-A3F inh: 7%; PI4K2A block: 1; USP1-UAF1 inh: -19%; Vif-A3G inh: -5%; LDHA block: 1; IDH1 R132H inh: 4%

Results for O=[N+]([O-])c1ccc2c(c1)nc1n2CCN(C2CCCCC2)C1 ?
TrxR1 substrate: 1%[57.1 µM]; Glioma ERSR ind: 2%; RXFP1 ag: 4.1%; Vif-A3F inh: 2%; PI4K2A block: -5; USP1-UAF1 inh: 0%; Vif-A3G inh: 0%; LDHA block: -5; IDH1 R132H inh: 4%

Results for O=C(CSc1ncn[nH]1)NN(c1ccccc1)c1ccccc1 ?
TrxR1 substrate: -6%; Glioma ERSR ind: -6%; RXFP1 ag: -0.1%; Vif-A3F inh: -2%; PI4K2A block: -3; USP1-UAF1 inh: -10%; Vif-A3G inh: 0%; LDHA block: -3; IDH1 R132H inh: 6%

What do the screens show for `COc1cc(OC)c(C(=O)O/N=C(\N)c2cccc(C)c2)cc1OC`?
TrxR1 substrate: -9%; Glioma ERSR ind: 4%; RXFP1 ag: 1.6%; Vif-A3F inh: 2%; PI4K2A block: 9; USP1-UAF1 inh: -11%; Vif-A3G inh: -5%; LDHA block: 0; IDH1 R132H inh: 11%

High-throughput results (PubChem)
